From PubChem BioAssay
GalR3 antagonist: blocks the human galanin receptor 3; O60755; inhibition, % at 3 µM; HEK293 GalR3-CNG cAMP membrane potential fluorescence; galR3 body fused to GalR1 C-terminus; hit rate 0.44% among 360,000;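 active = inhibition above the screen-wide average plus 3 SD, cut at about 13% in these data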;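 also: forskolin and galanin both at EC90 stimulate the cells; cAMP rise reported by CNG channel membrane potential dye signal; 0% = forskolin plus galanin with DMSO and 100% = forskolin alone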
MEKK2 WT-MEK5: raises or lowers MEK5 binding to wildtype human MEKK2 PB1 domain | bead flow cytometry, Alexa488-MEK5 binding to MEKK2 WT; actives lie on both sides | hit rate 1.1% among 290,000 | binding response (% of control), % at 10 µM | AID 1531 | Q9Y2U5; in the data active = binding response below about 67% or above about 130%
MEKK2 mut-MEK5: signal of MEK5 binding to mutant human MEKK2 PB1 domain; hit rate 0.35% among 290,000; bead flow cytometry, Alexa488-MEK5 binding to MEKK2 mutant; percent response, % at 10 µM; in the data active = percent response above about 24%, passing the limit was not always enough; also: inactives centre near 1; some results filed as inactive read as strong as hits
MEKK3 PB1 HTS: modulators (inhibitors or enhancers) of MEK5 binding to human MEKK3 PB1 domain; bead-based flow cytometry, Alexa488-MEK5 binding to MEKK3; actives lie on both sides; 0 = blocked by unlabeled MEK5, 100 = vehicle; AID 1529; binding response (% of control), % at 10 µM; hit rate 1.4% among 290,000;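 active = binding response more than 3 SD above or below the average of its plate-row segment, actives on both sides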;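 also: Alexa488 bead fluorescence after subtracting the streptavidin-only scavenger bead signal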
Target sequence (Q99759 whole entry, looked up, the tested form may be a part): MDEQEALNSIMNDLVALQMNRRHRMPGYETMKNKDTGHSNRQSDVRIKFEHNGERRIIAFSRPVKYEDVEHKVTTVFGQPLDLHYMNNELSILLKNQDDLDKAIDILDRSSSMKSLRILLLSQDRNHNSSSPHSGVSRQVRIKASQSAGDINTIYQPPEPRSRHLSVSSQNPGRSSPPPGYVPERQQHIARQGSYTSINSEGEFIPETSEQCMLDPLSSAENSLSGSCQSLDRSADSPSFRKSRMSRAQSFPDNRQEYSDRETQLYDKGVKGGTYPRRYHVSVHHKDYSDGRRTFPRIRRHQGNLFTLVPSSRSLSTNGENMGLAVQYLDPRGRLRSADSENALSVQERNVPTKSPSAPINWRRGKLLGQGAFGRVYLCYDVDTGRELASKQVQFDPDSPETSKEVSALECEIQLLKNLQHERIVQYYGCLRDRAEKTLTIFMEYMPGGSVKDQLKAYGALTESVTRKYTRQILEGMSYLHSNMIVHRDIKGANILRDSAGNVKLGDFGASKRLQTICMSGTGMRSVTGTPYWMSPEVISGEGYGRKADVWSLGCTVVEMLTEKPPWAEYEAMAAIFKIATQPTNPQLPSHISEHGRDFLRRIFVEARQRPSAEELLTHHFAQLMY
FID counter: fluorescent intercalator displacement, NS3 helicase counter-screen. hit rate 0.17% among 290,000. inhibition, % at 7.9 µM. DNA fluorescent intercalator displacement, fluorescence; in the data active = inhibition above about 37%;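 also: 0% = vehicle and 100% = reference compound; higher means more ethidium bromide displaced from hairpin DNA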
CRFBP-R2 block: CRF-BP/CRF-R2 complex antagonism; HEK293 CRF-R2/CRF-BP, CRF-induced calcium fluorescence; inhibition, % at 11.8 µM; hit rate 0.59% among 350,000;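 active = inhibition of the ligand-induced calcium signal above about 50% at the single tested concentration, limit read from the data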
UBC9 SUMO inh: SUMOylation inhibition; HTRF SUMOylation assay, SAE1/SAE2 + UBC9, in vitro; inhibition, % at 35 µM; AID 2006; hit rate 0.36% among 290,000; in the data active = inhibition above about 50%, passing the limit was not always enough; also: strong numbers were not always called active
Target sequence (P63279 whole entry, looked up): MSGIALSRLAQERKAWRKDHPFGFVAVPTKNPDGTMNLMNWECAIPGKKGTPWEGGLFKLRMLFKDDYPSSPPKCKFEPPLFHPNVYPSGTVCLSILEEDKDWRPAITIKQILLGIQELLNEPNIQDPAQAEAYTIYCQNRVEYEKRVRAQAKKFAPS
NS3 helicase inh: HCV NS3 helicase inhibition; inhibition, % at 10.9 µM; NS3 helicase DNA unwinding, Cy5 molecular beacon fluorescence; hit rate 0.56% among 290,000;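 active = inhibition above the mean of all tested compounds plus 3 SD, set per campaign, cut at about 35% in these data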;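 also: 0% = DMSO wells and 100% = thioflavine S control wells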
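System: HCV NS3 helicase fragment; control set: DMSO and thioflavine S; technique: Cy5 fluorescence at 0 and 60 min, beacon hairpin quenching; reagent: beacon DNA duplex substrate plus ATP; replicates: singlicate; schedule: 1 h reaction at 25 °C, ATP-initiated; medium: MOPS buffer pH 6.5 with MgCl2, DTT, Tween20, BSA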
CRFR2-BP ag: CRF-BP/CRF-R2 complex agonism | HEK293 CRF-R2/CRF-BP, calcium dye fluorescence (FLIPR); percent of saturating CRF peptide response | activation, % at 13.2 µM | hit rate 0.46% among 350,000;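 active = activation of at least 50%, plus an integration ratio under a set limit after plate pattern correction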;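 also: plate controls were neutral control wells without compound for no effect and CRF at EC100 for full effect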
* marks the source's active call; other numbers are inactive results; x = no result given; [ ] = remark or other dose.

A first look:
Screens in order: GalR3 antagonist | MEKK2 WT-MEK5 | MEKK2 mut-MEK5 | MEKK3 PB1 HTS | FID counter | CRFBP-R2 block | UBC9 SUMO inh | NS3 helicase inh | CRFR2-BP ag
O=C1c2ccccc2C(=O)N1Cc1nc2ccccc2c(=O)n1CCCn1ccnc1
 : -1 | 102 | 6 | 100 | 18 | 4 | 18 | -12 | 0.0
COc1ccc(NC(=O)CCNS(=O)(=O)c2ccc3c(c2)CCC(=O)N3)cc1
 : -1 | 97 | 1 | 96 | -3 | 9 | -10 | -3 | -1.5
O=C(c1ccccc1)N1N=C(c2ccccc2O)CC1c1ccccc1 (stereo unspecified)
 : -7 | 95 | 1 | 102 | -32 | -1 | 4 | -7 | 0.8
CC(=O)c1cc(NC(=O)c2ccc(Cl)cc2)c(=O)oc1/C=C/N(C)C
 : -4 | 90 | -3 | 98 | -14 | -90 | 6 | 24 | 79*
Cn1c(=O)[nH]c(=O)c2c1nc(N1CCCCC1)n2CCSc1nc2ccccc2o1
 : x | 104 | 9 | 104 | 0 | -78 | 25 | 4 | -0.5

The whole of this part, from the start:
Screens in order: GalR3 antagonist | MEKK2 WT-MEK5 | MEKK2 mut-MEK5 | MEKK3 PB1 HTS | FID counter | CRFBP-R2 block | UBC9 SUMO inh | NS3 helicase inh | CRFR2-BP ag
O=C1c2ccccc2C(=O)N1Cc1nc2ccccc2c(=O)n1CCCn1ccnc1
 : -1 | 102 | 6 | 100 | 18 | 4 | 18 | -12 | 0.0
COc1ccc(NC(=O)CCNS(=O)(=O)c2ccc3c(c2)CCC(=O)N3)cc1
 : -1 | 97 | 1 | 96 | -3 | 9 | -10 | -3 | -1.5
O=C(c1ccccc1)N1N=C(c2ccccc2O)CC1c1ccccc1 (stereo unspecified)
 : -7 | 95 | 1 | 102 | -32 | -1 | 4 | -7 | 0.8
CC(=O)c1cc(NC(=O)c2ccc(Cl)cc2)c(=O)oc1/C=C/N(C)C
 : -4 | 90 | -3 | 98 | -14 | -90 | 6 | 24 | 79*
Cn1c(=O)[nH]c(=O)c2c1nc(N1CCCCC1)n2CCSc1nc2ccccc2o1
 : x | 104 | 9 | 104 | 0 | -78 | 25 | 4 | -0.5
CCCn1c(SCC(=O)N2CCN(CC)CC2)nc2c1c(=O)n(C)c(=O)n2C
 : -5 | 102 | 3 | 103 | -4 | 1 | 5 | 12 | 2.6
CC(NC(=O)C(NC(=O)C1CCCN1C(=O)OC(C)(C)C)C(C)C)C(N)=O (stereo unspecified)
 : 1 | 99 | 2 | 99 | -2 | 11 | 7 | -3 | 2.5
O=C(Nc1ccccc1C(F)(F)F)c1cc(-c2ccc(O)cc2)on1
 : -7 | 101 | 7 | 99 | 7 | 5 | 3 | -8 | -3.6
O=C(COc1ccc(Br)cc1CO)N1CCCc2ccccc21
 : -8 | 95 | -3 | 100 | -29 | 0 | 4 | -2 | -1.2
C/C(N)=C(/C#N)C(=O)COc1ncnc2ccc(Br)cc12
 : -1 | 97 | 1 | 100 | 2 | -7 | -6 | 5 | 0.7
O=C(OCC(=O)N(C1CCCCC1)C1CCCCC1)c1ccccc1O
 : -9 | 110 | 8 | 108 | -27 | -12 | -4 | -10 | -0.9
O=C(Nc1ccc(C(=O)NN2C(=O)c3ccccc3C2=O)cc1)c1ccccc1
 : -8 | 94 | -8 | 95 | -2 | -14 | -3 | 2 | -2.3
CC1CCN(c2ccccc2NC(=S)NC(=O)C(C)(C)C)CC1
 : -5 | 92 | -6 | 95 | -6 | -145 | 10 | -1 | -1.1
c1ccc(-c2ncc(CSc3nncn3-c3ccccc3)s2)cc1
 : 0 | 90 | -9 | 90 | -25 | 19 | -16 | -2 | 0.9
COc1ccccc1CNC(=O)C1CCCN(S(=O)(=O)c2c(C)[nH]c(=O)[nH]c2=O)C1 (stereo unspecified)
 : 0 | 92 | -6 | 94 | -12 | -12 | 9 | 9 | -0.1
CCOc1ccc(NC(=O)CSc2nnc(C3CC3)n2N)cc1
 : x | 98 | 1 | 96 | -5 | -20 | 16 | 3 | -1.3
CN(C)/C=C(/C(=O)c1ccc(Cl)c(Cl)c1)S(C)(=O)=O
 : -4 | 105 | 4 | 105 | 4 | -2 | 6 | 1 | 0.7
Cc1ccc2nc(-c3ccccc3)c(CC(=O)O)c(C(=O)O)c2c1
 : -8 | 94 | 0 | 101 | -7 | 18 | 9 | 0 | 0.8
COc1cccc2sc(Nc3nc(-c4cc5ccccc5oc4=O)cs3)nc12
 : -5 | 81 | -5 | 94 | -7 | -6 | 15 | 6 | 1.2
CSc1nc(C)c(Cc2c(F)cccc2Cl)c(=O)[nH]1
 : -6 | 94 | -4 | 96 | -1 | -19 | 12 | 6 | 0.1
COc1ccc(CCNC(=O)CN(c2cc([N+](=O)[O-])ccc2OC)S(C)(=O)=O)cc1
 : -3 | 95 | -1 | 90 | -6 | 13 | 12 | 6 | 1.5
CC(=O)Nc1c(NC(C)C)c2ccccc2oc1=O
 : -2 | 107 | 4 | 107 | 2 | -5 | -5 | 9 | 2.5
CCC(=O)N1CCc2cc(S(=O)(=O)CCC(=O)NCc3ccc4c(c3)OCO4)ccc21
 : 0 | x | x | x | -5 | 2 | -2 | 8 | 0.0
COCCC(=O)N1CCC(Oc2ccc(C(=O)N3C[C@H]4CC[C@H]3C4)cc2)CC1
 : -4 | 111 | 5 | 101 | -33 | 6 | 5 | -4 | 0.2
CCn1c(/C=C/c2ccccc2F)nc2ccccc2c1=O
 : -11 | 104 | 3 | 107 | -24 | 4 | 5 | -9 | 0.6
Cc1ccc2c(c1)c(-c1csc(N)n1)c(C)n2C
 : -5 | 102 | 5 | 105 | -6 | 5 | 10 | 8 | 1.5
NCC12CC3CC(C1)CC(CN)(C3)C2
 : -6 | 98 | 0 | 94 | 8 | 13 | 24 | -1 | -0.1
Cc1nc2c(C)cccc2c(SC(=N)N)c1CC=C(Cl)Cl
 : -6 | 100 | 8 | 99 | 2 | 2 | 10 | 7 | 6.3
Cc1cccc(N2N=C(C(=O)Nc3nc(C)cs3)CCC2=O)c1
 : -7 | 91 | -6 | 99 | -18 | 6 | 18 | 3 | -0.4
COc1ccc(/C=C2\SC(=S)N(CCC(=O)N(CCO)Cc3ccccc3)C2=O)cc1OC
 : -13 | 91 | -2 | 96 | -40 | -20 | 11 | -56 | 10
COc1ccc(CCN2CC(C(=O)N3CCN(C(C)=O)CC3)CCC2=O)cc1 (stereo unspecified)
 : 0 | 105 | 3 | 100 | -13 | -5 | 19 | 6 | -1.6
O=C(O)c1cc(-c2ccc(Cl)c(Cl)c2)n(-c2ccccc2)n1
 : -2 | 106 | 3 | 103 | -31 | 3 | -10 | 10 | -1.4
COc1ccccc1NC(=O)c1ccc2nc(C)sc2c1
 : -1 | 104 | 4 | 97 | -7 | 6 | 3 | 0 | -4.0
COc1ccc(C(C)=O)cc1COc1ccc(Cl)c(C)c1
 : -5 | 102 | 6 | 104 | -13 | 14 | 8 | 5 | -3.2
CCOC(=O)Cn1nc(C)c([N+](=O)[O-])c1C
 : -3 | 91 | -11 | 97 | -7 | 6 | 7 | 2 | 0.6
CC(=O)N1CCC[C@H]1C(=O)O
 : -4 | 90 | -9 | 88 | 7 | 11 | 15 | 0 | 0.4
S=C(NCc1ccccc1)Nc1ccc(Cl)cc1
 : -3 | 93 | -7 | 82 | 6 | 57* | 1 | -6 | 7.8
Cn1c(-c2c(N)n(CCc3ccccc3)c3nc4ccccc4nc23)nc2ccccc21
 : x | 118 | 12 | 107 | -2 | -155 | 26 | -11 | 51*
CCC(C)[C@H](N)c1cn([C@@H](CCCCN)C(=O)N2CCNCC2)nn1 (stereo partly specified)
 : -8 | 101 | 2 | 100 | 30 | -8 | -3 | -2 | 0.7
C/C(=N\O)C1(C)N(O)C(C)(C)C(c2ccco2)=[N+]1[O-] (stereo unspecified)
 : 2 | 106 | 11 | 105 | -1 | -12 | -3 | -6 | -0.2
CSc1nc2c(cnn2-c2ccc(C)c(C)c2)c(=O)[nH]1
 : 3 | 95 | 1 | 94 | -1 | 3 | 14 | 6 | -1.5
CC(=O)Nc1ccc(S(=O)(=O)Nc2nc3ccccc3nc2N2CCc3ccccc3C2)cc1
 : -5 | 99 | -1 | 99 | -21 | -12 | 23 | -13 | 2.4
Cc1ccc(OCC(=O)N/N=C\c2ccc(O)cc2)c([N+](=O)[O-])c1
 : 1 | 87 | -7 | 95 | -2 | 3 | -8 | 6 | -2.1
O=C(O)c1ccccc1S(=O)(=O)NCC(O)COC1CCCCC1 (stereo unspecified)
 : -4 | 96 | 0 | 102 | -1 | 8 | 3 | 2 | 2.1
C/C(=N\NC(=S)Nc1ccccc1)C1Cc2ccccc2C(=O)O1 (stereo unspecified)
 : -4 | 92 | -7 | 93 | -3 | 1 | 6 | 17 | 1.1
COc1ccc(-c2ccc(CCC(=O)O)n2C(C)C)cc1
 : -1 | x | x | x | -13 | 7 | 18 | 15 | 1.9
O=C1c2ccccc2C(=O)N1CC1c2ccccc2CCN1S(=O)(=O)c1cnc[nH]1 (stereo unspecified)
 : -4 | 103 | 9 | 105 | -13 | 2 | -5 | 4 | 1.1
COC(=O)c1ccc(-c2nc(O)c(C)s2)cc1
 : -7 | 97 | -5 | 103 | 1 | -14 | 0 | -2 | 0.5
CC(=O)NCCCC(=O)NC(CCC(=O)OCc1ccccc1)C(=O)OCc1ccccc1 (stereo unspecified)
 : -4 | 82 | -13 | 94 | -44 | 9 | 0 | -5 | -0.1
Cn1c(-c2ccc(C(C)(C)C)cc2)n[nH]c1=S
 : 1 | 92 | -9 | 81*[inhibitor] | -14 | -2 | 14 | 8 | -0.6
CCOC(=O)c1ccc(-c2cccc(C(F)(F)F)c2)nc1C
 : -5 | 101 | 1 | 104 | -4 | -15 | 5 | -1 | -0.2
Cc1cc(Cl)ccc1OCC(=O)NCC(=O)N/N=C/c1ccco1
 : -4 | 85 | -11 | 96 | -4 | 9 | 10 | -20 | 0.2
Cc1cc(NC(=O)c2oc3ccccc3c2C)ccc1-n1cnnn1
 : -6 | 102 | 5 | 107 | -6 | -8 | 4 | -2 | -0.8
Cc1ccccc1Cc1c(C)nc2nc(SCC(=O)NCCCN3CCCCC3)nn2c1C
 : x | 109 | 2 | 104 | 7 | -7 | 0 | -22 | 1.2

Reformatted as comma-separated lines: part of the list above.
Molecule,GalR3 antagonist,MEKK2 WT-MEK5,MEKK2 mut-MEK5,MEKK3 PB1 HTS,FID counter,CRFBP-R2 block,UBC9 SUMO inh,NS3 helicase inh,CRFR2-BP ag
S=C(NCc1ccccc1)Nc1ccc(Cl)cc1,-3,93,-7,82,6,57*,1,-6,7.8
COc1ccc(CCN2CC(C(=O)N3CCN(C(C)=O)CC3)CCC2=O)cc1 (stereo unspecified),0,105,3,100,-13,-5,19,6,-1.6
C/C(=N\O)C1(C)N(O)C(C)(C)C(c2ccco2)=[N+]1[O-] (stereo unspecified),2,106,11,105,-1,-12,-3,-6,-0.2
CSc1nc2c(cnn2-c2ccc(C)c(C)c2)c(=O)[nH]1,3,95,1,94,-1,3,14,6,-1.5
Cc1cc(NC(=O)c2oc3ccccc3c2C)ccc1-n1cnnn1,-6,102,5,107,-6,-8,4,-2,-0.8

These rows are one share of the data; rates above refer to the full screens.
